From PubChem
eIF4E 4G PPI – inhibitors of eIF4E and eIF4G interaction in translation initiation; P63073+Q04637; TR-FRET eIF4E-eIF4GI(517-606) binding, 2 h; inhibition, % at 21.7 µM; 220,000 compounds, 0.37% hits; AID 782;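 active means inhibition above about 30%, limit read from the data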;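 further: 0% = full FRET control wells and 100% = background wells lacking eIF4GI fragment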
PGE2 EP2 inh – inhibitors of human EP2 prostaglandin E2 receptor; 260,000 compounds, 0.52% hits; inhibition, % at 25 µM; P43116; C6 glioma cells expressing human EP2, cAMP TR-FRET; cells stimulated with saturating PGE2;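 active means percent inhibition above 40 after rounding to a whole number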;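 further: rat C6 glioma host cells with rolipram phosphodiesterase inhibitor present; the protocol text gives 20 µM as final concentration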
EP2 mod – modulates human prostaglandin E2 receptor EP2 signaling; EP2-expressing cells, cAMP HTRF FRET, PGE2 co-stimulation; AID 940; P43116; 260,000 compounds, 0.83% hits; induction, % at 25 µM;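 active means compounds whose cAMP rise, as percent of the full-agonist control response, exceeds 60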;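 further: rat C6 glioma line stably carrying human EP2 under a CMV promoter; the protocol text gives 20 µM as final concentration; 100% = response of wells given 1 µM PGE2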
Rad51 HR inh – blocks human Rad51 in homologous recombination; Q06609; hRad51 DNA strand exchange, fluorescence dequenching; inhibition, % at 10 µM; 200,000 compounds, 0.085% hits;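 active means inhibition above 40% at the single screening dose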;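 further: 0% = DMSO control wells and 100% = blanks with heterologous ssDNA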
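Read-out basis: percent inhibition relative to plate controls and blanks / Assay system: human Rad51 nucleoprotein filaments preassembled on unlabelled ssDNA / Timing: filaments 15 min 37 °C, then compound 30 min / Control set: per-plate controls and blanks / Technique: fluorescence dequenching at 485/520 nm / Compound: 10 µM final, single point / Also added: Fluorescein- and BHQ1-tagged 47-mer duplex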
14-3-3 Bad PPI – disrupts binding of bovine 14-3-3 zeta to phospho-Bad peptide | 220,000 compounds, 0.71% hits | inhibition, % at 21.7 µM | TR-FRET 14-3-3zeta/Dy647-pBad peptide displacement, 1 h;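 active means inhibition above about 70%, limit read from the data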;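 further: 0% = full 14-3-3 plus peptide FRET controls and 100% = background without 14-3-3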
Target sequence (P63103 whole entry, looked up): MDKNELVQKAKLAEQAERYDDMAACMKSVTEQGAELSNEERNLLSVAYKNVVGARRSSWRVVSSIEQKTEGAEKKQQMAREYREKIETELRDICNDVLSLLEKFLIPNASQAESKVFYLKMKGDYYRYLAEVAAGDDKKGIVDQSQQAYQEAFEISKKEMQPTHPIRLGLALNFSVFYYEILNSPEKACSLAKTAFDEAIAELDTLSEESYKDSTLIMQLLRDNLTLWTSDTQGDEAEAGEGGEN
zVAD death inh – blocks zVAD induced death of L929 cells; viability rescue, % at 10 µM; L929 zVAD necroptosis rescue, ATP luminescence, 24 h; with zVAD 60 µM; 220,000 compounds, 0.38% hits; AID 1377;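 active means activation, scaled between plate controls, above about 75%, limit read from the data; inactive means activation under that limit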;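 further: 0% = zVAD with DMSO and 100% = DMSO alone without zVAD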
Calpain2 inh – blocks pig calpain II enzyme activity; inhibition, % at 16 µM; 220,000 compounds, 0.37% hits; AID 1236; purified calpain II, fluorogenic peptide substrate, 30 min;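 active means inhibition above about 50%, limit read from the data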
Tb hexokinase – T. brucei hexokinase 1 inhibition. recombinant TbHK1, G6PDH-coupled NADH A340. inhibition, % at 10 µM. 220,000 compounds, 0.11% hits. AID 1430;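 active means inhibition of 50% or more in the single-dose primary screen; inactive means inhibition below 50%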
Hck Nef HTS – blocks Nef-activated human Hck kinase; Recombinant Hck-YEEI plus Nef, Z-Lyte FRET kinase assay; 220,000 compounds, 0.68% hits; inhibition, % at 20 µM;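 active means Hck-Nef kinase inhibition above about 50%, limit read from the data; inactive means inhibition below that limit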;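 further: 0% = DMSO with Hck plus Nef and 100% = Hck alone without Nef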
Target sequence (P08631 whole entry, looked up): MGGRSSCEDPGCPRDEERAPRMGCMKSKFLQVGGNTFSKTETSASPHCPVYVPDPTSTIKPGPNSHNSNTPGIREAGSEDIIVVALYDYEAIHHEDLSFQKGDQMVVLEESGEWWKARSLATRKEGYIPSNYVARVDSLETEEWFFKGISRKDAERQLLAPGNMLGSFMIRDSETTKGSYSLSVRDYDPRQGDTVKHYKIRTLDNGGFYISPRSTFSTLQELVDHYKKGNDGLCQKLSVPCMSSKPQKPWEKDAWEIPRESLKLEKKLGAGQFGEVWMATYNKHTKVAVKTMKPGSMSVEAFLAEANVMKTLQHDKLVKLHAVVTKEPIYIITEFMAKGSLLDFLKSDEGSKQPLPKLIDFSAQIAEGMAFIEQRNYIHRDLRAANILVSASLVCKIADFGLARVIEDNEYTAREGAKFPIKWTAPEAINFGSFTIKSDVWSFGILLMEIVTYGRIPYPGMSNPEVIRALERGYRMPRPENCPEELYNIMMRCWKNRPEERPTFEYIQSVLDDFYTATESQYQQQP
* marks the source's active call; other numbers are inactive results; . = not tested or not shown; [ ] = another dose, or the depositor's remark. A portion of the library; the hit share may differ from the screen's.

Structure	eIF4E 4G PPI	PGE2 EP2 inh	EP2 mod	Rad51 HR inh	14-3-3 Bad PPI	zVAD death inh	Calpain2 inh	Tb hexokinase	Hck Nef HTS
O=C(NCC1CCCO1)C1CC(=O)N(c2ccc(F)c(Cl)c2)C1 (stereo not drawn)	-5.3[fluorescence artefact?]	10.1	1.8	1.3	7.5[fluorescence artefact?]	0.1	-26.5	3.9	2.0
CN(C)c1cc(N/N=C/c2ccc(Cl)cc2)nc(N(C)C)n1	-1.4	3.8	8.7	-3.3	-10.6	13.2	11.2	-2.5	11.8
O=C(CN1C2CCCC1CC(NC(=O)C1CCCCC1)C2)NCc1ccc(F)cc1 (stereo not drawn)	-7.9	0.6	-16.4	3.2	7.8	-0.8	11.8	-6.8	12.8
Cc1[nH]c2c(C)cccc2c1CN1CCC(CO)(Cc2ccccc2)CC1	-12.1	6.1	-64.7	-14.7	3.7	0.2	3.0	0.2	-0.8
CC(=O)Nc1cccc(NC(=O)c2ccc(C(=O)Nc3cccc(NC(C)=O)c3)nc2)c1	3.8	3.9	-10.9	-4.1	-10.0	-1.2	-54.8	-2.0	21.3
COc1ccc(S(=O)(=O)N2CCOC2CNC(=O)C(=O)NCc2cccnc2)cc1OC (stereo not drawn)	-11.7	6.5	2.5	.	0.2	0.3	-9.0	-6.8	18.4
O=C1NC2(CCCCC2)N=C1c1ccc(F)cc1	-14.4	2.4	-25.2	0.9	30.7[fluorescence artefact?]	-0.4	-14.3	5.3	1.0
CCCCNc1nc(-c2ccccc2)c(C(=O)OCC)cc1C#N	6.3	6.5	65.4*	.	8.0	0.7	-7.9	-2.8	3.8
O=C(Nc1ccc(Cl)c(Cl)c1)Nc1ccc(Br)cc1F	18.5	7.0	-40.0	2.6	-1.2	0.6	-18.3	3.4	-0.2
CNC(=O)CSc1nnnn1-c1cc(C)ccc1C	-2.5	7.2	7.1	-8.3	8.4[fluorescence artefact?]	0.0	-14.7	-8.6	-7.3
O=C(Nc1ccccn1)c1cccs1	2.4	12.2	10.6	-11.6	-18.5	0.6	-6.4	-9.7	0.1
COc1ccc(S(=O)(=O)n2ccc(-c3cnc(-c4ccccc4)s3)n2)cc1	-2.2	11.4	-43.8	-0.8	1.0	0.6	-75.8	-20.1	-1.3
COC(=O)N1CCN(c2ccc(OC)cc2)CC1	3.3	7.0	0.4	3.4	8.9	0.3	5.4	-1.9	9.0
Cc1nn2c(=O)c(NC(=O)c3ccc(F)cc3)cnc2s1	2.2	4.2	29.9	-8.4	4.4	-0.6	7.1	-17.7	-8.7
CCC(CC)c1nc2ccccc2c(=O)[nH]1	-1.5	6.8	0.6	-3.2	10.1	4.1	22.6	0.0	23.6
CCCCNc1ccc(C(CC(N)=O)NC(=O)c2ccccc2)cc1[N+](=O)[O-] (stereo not drawn)	-0.5	11.4	-33.1	7.9	-9.0	-0.7	4.2	-23.4	27.7
OC1(c2ccc(F)cc2)CCN(Cc2ccccc2)C1 (stereo not drawn)	-13.6	.	61.0*	11.0	0.7	0.2	-3.0	0.2	1.0
COc1ccc(C(=O)c2sc(NC(C)C)nc2N)cc1OC	-3.1	10.6	5.7	-2.1	-6.8	0.1	20.8	-18.4	1.3
CC(C)OCCCNc1ncc2c(n1)CC(c1ccc(N(C)C)cc1)CC2=O (stereo not drawn)	4.1	20.3	-7.0	-12.2	-19.9	0.0	1.7	-12.8	3.8
c1ccc(Oc2ncnc3sccc23)cc1	-1.1	9.9	13.4	.	-4.0	0.4	-20.2	-8.4	16.5

Continuation.
Structure	eIF4E 4G PPI	PGE2 EP2 inh	EP2 mod	Rad51 HR inh	14-3-3 Bad PPI	zVAD death inh	Calpain2 inh	Tb hexokinase	Hck Nef HTS
COc1ccc(Cc2nc3ccc(S(=O)(=O)N4CCOCC4)cc3[nH]2)cc1	5.9[fluorescence artefact?]	6.7	-6.5	.	31.6[fluorescence artefact?]	0.0	18.0	-6.7	1.0
CCCCC(=O)Nc1nnc(-c2ccc(OC)cc2)s1	-1.2	9.7	-21.4	-6.9	2.1	2.4	-25.2	13.6	19.7
CCOc1cc(C(=O)NCC2CCCO2)cc(OCC)c1OCC (stereo not drawn)	7.3	4.6	14.2	6.7	1.9	-0.1	-6.9	1.9	2.4
Cc1cc(NC(=O)c2cc(-c3ccc(C)c(C)c3)nc3ccccc23)no1	-4.2	6.2	14.4	.	-1.7	0.4	-27.3	-6.8	-1.5
CCN(Cc1ccccc1)C(=O)COC(=O)c1cc(=O)[nH]c2ccccc12	3.7	5.4	-52.2	6.8	0.0	1.6	-81.3	-1.4	2.9
CNc1nc(N)c(C(=O)Nc2cc(C)on2)s1	2.9	7.1	5.1	15.5	-1.0	4.6	5.7	-32.2	20.9
COc1ccc(-c2nnc(-c3cc(OC)c(OC)c(OC)c3)o2)cc1OC	2.3[fluorescence artefact?]	3.7	-19.6	4.5	0.3	.	-426.2	-18.3	-6.4
CCCCCNC(=O)c1ccccc1SC	-0.3	5.7	4.7	-8.0	-2.5	0.2	5.8	-5.9	0.6
COc1ccc(NC(=O)Cc2c(F)c(F)c(F)c(F)c2F)cc1OC	-8.4	5.2	19.7	8.4	0.8	-0.3	10.6	0.4	8.2
CCOc1ccccc1NC(=O)Nc1ccc(Br)cc1C	0.1	0.9	-7.6	.	0.1	1.5	4.9	-1.3	-5.9
COc1ccc(NC(=O)CC2SC(=N)N(c3ccccc3)C2=O)c(OC)c1 (stereo not drawn)	-3.0	8.1	5.7	3.3	-5.4	1.0	-9.6	2.3	17.5
CC(C(=O)NC1CC(C)(C)NC(C)(C)C1)c1ccc([N+](=O)[O-])cc1 (stereo not drawn)	4.2	7.6	2.5	-2.3	-4.3	1.7	0.5	-6.3	-3.2
COCCNC(=O)c1ccccc1NC(=O)c1cc(OC)cc(OC)c1	-7.4	3.3	7.3	7.9	-19.0[fluorescence artefact?]	0.5	12.2	-1.6	2.0
Cc1nc(Cl)sc1C(=O)Nc1cccc2ccccc12	3.5	5.8	-4.9	-2.4	-8.9	-0.5	5.5	-2.3	3.9
CNC(=O)COC(=O)Cc1ccc(Cl)cc1	4.2	4.2	1.5	6.1	-4.0	0.8	4.7	-1.6	-14.1
COc1ccc(OC)c(NC(=O)Cn2c(=O)n(CC(=O)NCc3ccco3)c(=O)c3ccccc32)c1	5.7	4.1	13.3	3.8	1.3	1.1	-14.8	0.0	2.7
ON=Cc1cccn1-c1ccccc1	0.8[fluorescence artefact?]	0.7	3.8	-3.4	-6.8	0.1	-25.6	1.6	3.0
c1ccc(C2OCC3(CO2)COC(c2ccccc2)OC3)cc1 (stereo not drawn)	5.3	1.1	18.8	8.7	4.2	-0.6	0.9	-3.4	1.2
CC(=O)NC(Cc1ccc(F)cc1)C(=O)N1CCN(C(=O)NCc2ccccc2)CC1 (stereo not drawn)	-1.2[fluorescence artefact?]	6.3	36.5	-3.0	5.2[fluorescence artefact?]	-0.8	-4.6	3.8	-1.1
Clc1ncc(Cn2cccn2)s1	-4.8	9.2	5.0	3.5	-3.6	11.5	-7.2	1.6	1.2

Full records, quoted from the list. Values in the order: eIF4E 4G PPI | PGE2 EP2 inh | EP2 mod | Rad51 HR inh | 14-3-3 Bad PPI | zVAD death inh | Calpain2 inh | Tb hexokinase | Hck Nef HTS
Cc1nc(Cl)sc1C(=O)Nc1cccc2ccccc12 is listed with 3.5 | 5.8 | -4.9 | -2.4 | -8.9 | -0.5 | 5.5 | -2.3 | 3.9
CCCCC(=O)Nc1nnc(-c2ccc(OC)cc2)s1 is listed with -1.2 | 9.7 | -21.4 | -6.9 | 2.1 | 2.4 | -25.2 | 13.6 | 19.7
CNC(=O)COC(=O)Cc1ccc(Cl)cc1 is listed with 4.2 | 4.2 | 1.5 | 6.1 | -4.0 | 0.8 | 4.7 | -1.6 | -14.1
COc1ccc(NC(=O)Cc2c(F)c(F)c(F)c(F)c2F)cc1OC is listed with -8.4 | 5.2 | 19.7 | 8.4 | 0.8 | -0.3 | 10.6 | 0.4 | 8.2
COc1ccc(Cc2nc3ccc(S(=O)(=O)N4CCOCC4)cc3[nH]2)cc1 is listed with 5.9[fluorescence artefact?] | 6.7 | -6.5 | . | 31.6[fluorescence artefact?] | 0.0 | 18.0 | -6.7 | 1.0

Going on with the list.
Structure	eIF4E 4G PPI	PGE2 EP2 inh	EP2 mod	Rad51 HR inh	14-3-3 Bad PPI	zVAD death inh	Calpain2 inh	Tb hexokinase	Hck Nef HTS
CCN(CC)S(=O)(=O)c1cc(C(=O)OCC(=O)Nc2ccc(-c3nc4ccc(C)cc4s3)cc2)ccc1F	6.7	11.8	1.7	.	11.0	.	-95.3	-15.9	6.9
Cc1ccc(C(C(=O)NC2CCCCC2)N2CCCC2)cc1 (stereo not drawn)	-7.1	17.3	-10.0	-2.5	5.7	0.5	10.0	-0.9	1.9
COc1ccc(/C=C/C(=O)c2cc3cccc(OC)c3oc2=O)cc1	1.2	11.9	-47.6	2.6	10.5	0.3	-39.3	-16.9	22.3
c1ccc(-n2ncc3c2ncn2nc(-c4ccco4)nc32)cc1	5.9	.	28.3	-4.4	9.2	0.1	-59.1	-9.5	16.4
Nc1[nH]n(-c2ccccc2)c(=O)c1N=Nc1ccccc1	-1.0	11.7	-9.9	18.8	-3.3	1.3	4.2	-3.4	-4.7
CCCCC(=O)N1C/C=C\C(c2ccc(OC)cc2)N(Cc2ccc(F)cc2)C(=O)[C@H]1Cc1ccccc1 (stereo partly drawn)	-1.0	14.1	35.0	-1.3	-3.3	-0.1	27.6	4.0	4.1
c1ccc(-c2cn3c(n2)CCC3)cc1	-2.3[fluorescence artefact?]	10.7	14.9	10.4	-0.5[fluorescence artefact?]	0.7	-4.6	-3.2	5.4
Cc1ccc(-c2cc(Cc3ccc(F)cc3)c(=O)[nH]n2)cc1	-7.0	3.6	-75.5	.	1.4	-0.5	-5.2	-3.2	23.6
O=C(Nc1ccncc1)c1cc(F)cc(F)c1	-5.1	13.2	-19.5	5.4	11.2	0.1	3.2	-0.7	0.3
CCC(=O)Nc1sc2c(c1C#N)CCCCC2	3.4	13.4	62.1*	3.1	-12.3	1.5	5.5	-7.2	1.5
Cn1c(=O)c([N+](=O)[O-])c(NCC(O)c2ccccc2)c2ccccc21 (stereo not drawn)	0.2	5.3	11.2	-6.3	11.4	0.4	23.5	-4.4	1.0
O=C(Cc1cccc2ccccc12)Nc1ccccc1C(=O)O	-3.8	6.9	6.4	19.5	4.5	0.6	-16.6	1.6	-2.2
CCN1CCC(NC(=O)Nc2ccc(F)cc2)CC1	1.1	3.1	-29.8	.	4.1	1.9	9.7	-5.2	3.2
COc1ccc(-c2noc(CCC(=O)NCCCN3CCN(c4ccccc4F)CC3)n2)cc1	-3.4	5.0	-13.8	-6.0	-6.9	-0.8	-23.7	-4.0	0.3
COc1cc(NC(=O)COc2ccc(Cl)cc2)ccc1-c1cc2ccccc2oc1=O	0.9	16.9	2.0	5.5	-11.1[fluorescence artefact?]	1.5	-100.6	8.3	4.9
CC1(C)CC(=O)C(C=NC2CC(C)(C)NC(C)(C)C2)=C(O)C1	-6.3[fluorescence artefact?]	-0.8	5.5	-8.2	-10.4[fluorescence artefact?]	-0.3	-13.9	0.7	8.6
CN1C(=O)C(N=Nc2ccccc2C(=O)O)N(C)C1=S (stereo not drawn)	-2.4	9.1	32.8	-111.8	-19.3	5.8	15.1	-1.3	21.3
